Compound activity deposited in PubChem by National Center for Advancing Translational Sciences (NCATS).
AMA1-RON2 inh: AMA1-RON2 (P. falciparum) interaction inhibition; AlphaScreen AMA1-biotinylated RON2 peptide binding; Potency, µM (series often up to 58.2 µM), for inactives: at the top dose activity change, negative = inhibition, most hits filed as inhibitors; actives 0.2% (n = 360,000); AID 720542;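 note: potency is the fitted concentration of half-maximal effect; 0% = vehicle wells and -100% = peptide control; nearly all actives have a fitted effect of over 45% in size; some results filed as inactive show a strong effect at the top dose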
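AMA1 (3D7) with his tag at 25 nM final met compounds first, then biotinylated RON2 peptide at 25 nM; detection used donor plus acceptor beads, 10 µg/mL apiece, read by AlphaScreen after 30 min at room temperature.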
AmpC inh detg: AmpC beta-lactamase inhibition with detergent present; P00811; AmpC hydrolysis of nitrocefin, absorbance 480 nm, 0.01% Triton; Potency, µM (doses to about 114 µM), inactives show at the highest dose activity change, negative = inhibition, hits mostly inhibitors; actives 0.041% (n = 370,000); AID 485294;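 note: potency is the fitted concentration of half-maximal effect; 0% = no-compound wells and -100% = no-enzyme wells; nearly all actives have a fitted effect of over 25% in size; some results filed as inactive show a strong effect at the top dose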
Target sequence (P00811 whole entry, looked up): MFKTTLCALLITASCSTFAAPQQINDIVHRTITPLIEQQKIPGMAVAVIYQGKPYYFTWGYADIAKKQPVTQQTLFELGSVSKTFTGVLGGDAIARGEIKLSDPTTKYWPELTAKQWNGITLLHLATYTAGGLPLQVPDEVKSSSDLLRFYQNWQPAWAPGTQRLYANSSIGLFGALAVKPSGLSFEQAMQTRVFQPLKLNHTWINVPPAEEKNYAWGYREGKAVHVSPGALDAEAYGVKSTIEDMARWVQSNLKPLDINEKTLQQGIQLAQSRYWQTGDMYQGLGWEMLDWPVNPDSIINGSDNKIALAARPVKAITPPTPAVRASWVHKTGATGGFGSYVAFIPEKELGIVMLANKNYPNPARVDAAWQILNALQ
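AmpC (5.3 nM in the dispensed reagent) in 20 mM phosphate pH 7.0 with 0.01% (detergent screen) or 0.0001% Triton X-100 was preincubated with compounds for 15 min at room temperature. Nitrocefin was then added from an 800 uM solution, and hydrolysis was followed at 480 nm.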
HCMV inh: human cytomegalovirus inhibition; HFF cells, HCMV-luciferase reporter, 72 h; hits give low values; actives 4.5% (n = 410,000); activity change, negative = inhibition, % at 57.5 µM; in the data active = activity change below about -60%; inconclusive = no clear call, values can overlap the other calls; inactive = above about -39%
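HFF cells seeded 16 h at 37C, treated with compounds, infected with luciferase-reporter HCMV at MOI 1 PFU/cell; luciferase read at 72 h post infection, normalized to buffer-only and Salinomycin controls.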
FBPA Giardia inh: Giardia lamblia aldolase inhibition; A8B2U2; purified Giardia FBPA; Potency, µM (titrated, usually from 59.6 µM), inactives show at the top dose activity, negative = inhibition, hits mostly inhibitors; actives 0.71% (n = 290,000); AID 2451; note: potency is the fitted concentration of half-maximal effect; nearly all actives have a fitted effect of over 55% in size
Target sequence (A8B2U2 whole entry, looked up): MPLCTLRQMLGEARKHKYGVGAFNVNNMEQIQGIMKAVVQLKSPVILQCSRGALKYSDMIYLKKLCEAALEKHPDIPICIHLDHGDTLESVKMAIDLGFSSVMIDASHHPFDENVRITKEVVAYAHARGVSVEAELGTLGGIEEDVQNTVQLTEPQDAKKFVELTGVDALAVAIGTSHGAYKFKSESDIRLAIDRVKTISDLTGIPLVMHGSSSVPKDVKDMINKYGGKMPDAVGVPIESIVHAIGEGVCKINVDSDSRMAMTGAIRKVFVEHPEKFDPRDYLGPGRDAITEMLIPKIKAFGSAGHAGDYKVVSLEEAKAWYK
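Giardia FBPA (40 nM reagent) was preincubated 10 min at RT with compound (up to 57.5 uM final), then substrate plus GAPDH/TPI/NAD/arsenate coupling system with diaphorase/resazurin was added; resorufin fluorescence (525/598 nm) was read after 20 min.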
Sm TGR block: inhibitors of Schistosoma mansoni thioredoxin glutathione reductase. Q962Y6. actives 3% (n = 360,000). Potency, µM (titrated, usually from 114 µM), for inactives: at the top dose activity change, negative = inhibition, hits mostly inhibitors. purified TGR, DTNB reduction, TNB absorbance 405 nm; note: potency is the fitted concentration of half-maximal effect; nearly all actives have a fitted effect of over 60% in size
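TGR 20 nM + NADPH 100 uM (dispensed conc.), cpd preinc 15 min RT; start with NADPH (500 uM addition) then DTNB (15 mM addition). Kinetic TNB absorbance, 405 nm filter. Four-parameter Hill fit across titration.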
AmpC no deterg: inhibitors of E. coli AmpC beta-lactamase without detergent; AmpC nitrocefin hydrolysis, absorbance 480 nm, 0.0001% Triton; Potency, µM (top dose mostly 57.1 µM), for inactives: at the top dose activity change, negative = inhibition, usual class: inhibitors; actives 0.52% (n = 330,000); AID 485341;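 note: potency is the fitted concentration of half-maximal effect; plate controls were no compound for no effect and no enzyme for full effect; nearly all actives have a fitted effect of over 20% in size; some results filed as inactive show a strong effect at the top dose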
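AmpC (5.3 nM in the dispensed reagent) in 20 mM phosphate pH 7.0 with 0.01% (detergent screen) or 0.0001% Triton X-100 was preincubated with compounds for 15 min at room temperature. Nitrocefin was then added from an 800 uM solution, and hydrolysis was followed at 480 nm.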
* = called active by the depositor; ? = inconclusive; · = not tested or not shown; [ ] = remark or other dose. Unless noted, calls come from the whole dose curve; as a rule, active = well fitted curve in the direction sought with a large enough effect; inconclusive = small, poorly fitted or top-dose-only effect, or another doubt; inactive = no such curve, though single readings can be large; an effect the other way counts as inactive or inconclusive. Unless noted, % is set by controls: 0 for no effect and ±100 for the full control effect.

SMILES	AMA1-RON2 inh	AmpC inh detg	HCMV inh	FBPA Giardia inh	Sm TGR block	AmpC no deterg
CCn1c(SCC(=O)O)nnc1C1CCCCC1	5.4%	?	-31.4	7.0%	-20.1%	-15.5%
Cc1ccc(NC(=O)c2cnc(N3CCCCC3)c3ccccc23)c(C)c1	·	9.6%	50.7	·	3.4%	·
COc1cccc(C(=O)Nc2ccccc2NC(=O)c2cccc(OC)c2)c1	-9.4%	-14.2%	-10.3	-1.6%	6.2%	-35.4%
O=C(Cn1nc(CNc2ccc(Br)cc2)[n+]2c1CCCCC2)c1ccc([N+](=O)[O-])cc1	-0.8%	-3.5%	-91.5*	-5.9%	50.1µM*	79.2%[activator]
COC(=O)c1ccc(COc2ccccc2/C=N/Nc2cccc(C(=O)O)c2)cc1	10.0%	?	112.3	-4.0%	?	-32.6%[11.4 µM]
Cc1cc(=O)c2cc(Br)ccc2[nH]1	-3.2%	1.8%	?	-0.6%	?	-13.6%
Cc1cc(NC(=O)CN2C(=O)C(C)(C)c3ccccc32)ccc1Br	·	0.2%	6.2	·	2.2%	·
Cc1ccc(NC(=O)c2n[nH]c(=O)c3ccccc23)cc1S(=O)(=O)N1CCOCC1	9.5%	·	9.6	·	·	22.9%
O=C1CC(c2ccccc2)=NN1c1ccc([N+](=O)[O-])cc1	?	9.2%	-78.0*	1.1%	15.4%	-58.9%
COCCN(Cc1nc2ccccc2c(=O)[nH]1)C(=O)COc1ccccc1-c1ccccc1	3.0%	?	-37.4	·	7.9%	-22.4%
N#Cc1ccc(C2N=C(c3ccccc3)NO2)cc1 (centres undefined)	18.5%	-1.4%	74.1	-0.5%	6.7%	-9.2%
C=CCN(CC=C)c1nc2ccccc2nc1C(C#N)C(=O)OCCOC (centres undefined)	0.8%	-14.3%	?	-21.6%	?	100.4%[activator]
CC(=O)c1cccc(NC(=O)CN(c2ccc(C)cc2)S(=O)(=O)c2cccc3nonc23)c1	-10.0%	0.3%	-7.8	-10.9%	0.1%	-25.6%
C/C=N\NC(=O)CNC(=O)CNC(=O)c1ccccc1	77.7%[activator]	-13.6%	-11.4	1.9%	0.4%	-10.5%[11.4 µM]
CCc1cc2c(=O)[nH]c(Cc3ccccc3)nc2s1	10.2%	-5.9%	-9.1	-4.4%	-2.8%	-29.4%
CC(O)CNCc1ccc(-c2ccccc2)cc1 (centres undefined)	0.5%	-6.3%	-31.4	1.4%	3.3%	-11.4%
CC(C)(C)c1ccc(/C=N/NC(=S)NC2CCCCC2)cc1	31.3%[activator]	?	70.0	-0.6%	2.8%	-42.2%
CCOC(=O)C1CCN(C(=O)Cn2cnc3sc(C)c(S(=O)(=O)N4CCC(C)CC4)c3c2=O)CC1	8.7%	-10.4%	-6.5	12.2%	-2.2%	75.9%[activator]
O=C(CN1CCCc2ccccc21)NCc1ccc2c(c1)OCO2	6.3%	-14.9%	22.5	-7.4%	-19.3%	-1.0%
CCCNC(=O)c1ccc(S(=O)(=O)c2ccc(OC)cc2)c([N+](=O)[O-])c1	-4.9%	2.1%	?	1.2%	2.24µM*	-39.3%
CCOC(=O)C1=CC[C@@H](c2cc3ccc(OC)cc3n2C)N(S(=O)(=O)c2ccc(C)cc2)[C@H]1C(=O)OCC	7.0%	-1.6%	39.6	·	-1.6%	-12.2%
COc1cc(-c2csc(C)n2)ccc1O	0.0%	?	22.1	4.7%	-1.9%	-26.5%
CC(C)NC(=O)Cn1c(SCC(=O)N2CCCc3ccccc32)nc2ccccc21	2.3%	-5.2%	-30.8	-2.3%	4.8%	7.9%
CCc1ccccc1NC(=O)c1ccc(-c2csc(C)n2)cc1	-0.3%	1.9%	33.5	-3.4%	0.0%	-8.3%
O=C(Nc1ccon1)Nc1ccc(Cl)cc1Cl	-13.8%	1.8%	1.2	-4.7%	0.6%	-35.7%
CC1CCCC(NC(=O)C2CCC(CNc3c(N4CCCC4)c(=O)c3=O)CC2)C1C (centres undefined)	1.6%	-1.6%	?	0.4%	-1.3%	-7.5%
COc1cc(C(=S)N2CCOCC2)cc(OC)c1OC	0.9%	6.5%	39.1	-2.9%	4.4%	-9.0%
CC(=O)N(Cc1cccnc1)Cc1cc2ccc(C)cc2[nH]c1=O	9.1%	-11.9%	33.8	1.7%	-0.8%	-10.5%
Cc1c(Cl)cccc1NC(=O)[C@@H](NC(=O)c1ccccc1Cl)C(C)C	4.2%	-10.3%	-27.8	0.7%	4.5%	-17.2%
Cc1cc(Br)ccc1SCC(=O)OCC(=O)Nc1ncc(C(F)(F)F)cc1Cl	-1.7%	-7.1%	-28.3	1.7%	-13.1%	-25.8%
CCOC(=O)c1sc(NC(=O)c2cc(CC)on2)c(C(=O)OCC)c1C	·	15.4%	-2.7	·	7.5%	·
COC(=O)c1cnn2c3c(c(C)nc12)CCCC3	0.0%	2.2%	92.2	11.1%	6.0%	-14.3%
Cc1ccc(S(=O)(=O)NCCNC(=O)c2nonc2N)cc1	-4.2%	-9.9%	-13.5	3.4%	-11.6%	-39.1%
C=CCn1c(N)c(C(=O)N2CCOCC2)sc1=S	0.9%	?	-5.6	-0.4%	?	-6.3%
O=C(CN1CCN(c2ccccn2)CC1)Nc1ccccc1C(=O)Nc1ccccc1	-2.7%	-14.6%	?	·	-8.7%	17.0%
NC(=O)c1c(NC(=O)c2cnccn2)sc2c1CCCC2	69.0%[activator]	-15.4%	-8.6	-1.9%	-10.0%	-5.5%[11.4 µM]
Cc1cccc2cc(C#N)c(SCC(=O)Nc3ccccc3N3CCOCC3)nc12	25.1%	0.7%	-31.3	1.2%	-4.6%	43.8%
Cc1cc(C)nc(-n2ncc(C#N)c2N)n1	-11.0%	4.5%	-16.8	-9.3%	13.4%	-8.4%
Cc1ccc(Cn2c(N3CCCCCC3)nc3c2c(=O)[nH]c(=O)n3C)cc1	-0.1%	?	-11.5	10.0%	2.4%	0.1%
CNC(=O)c1cc2c(=O)n3cc(C)ccc3nc2n(C(C)C)c1=N	0.0%	?	-21.7	-6.1%	-2.6%	-6.9%
O=C(CNC(=S)N(CCCN1CCOCC1)Cc1cccs1)NC1CC1	-11.9%	-11.5%	-3.0	7.8%	-8.1%	-25.3%
CCC(=O)Nc1ccc(NC(=O)CSc2nnc(-c3ccco3)n2C)cc1	4.7%	13.5%	?	9.3%	3.0%	-2.3%
CC(C)c1ccc(NC(=O)CSc2n[nH]c(=O)n2Cc2ccco2)cc1	-7.7%	4.7%	-17.3	-6.5%	-14.0%	-12.7%
COCCN(CCOC)C(=O)c1c[nH]c2ccc(S(=O)(=O)N(C)c3ccc(F)cc3)cc2c1=O	-8.2%	1.4%	-7.4	-0.7%	-1.1%	-20.3%
CCOc1ccc(C2c3c(-c4cc(C)ccc4O)n[nH]c3C(=O)N2Cc2cccnc2)cc1OCC (centres undefined)	·	9.9%	-10.1	·	5.7%	·
O=C(CNC(=O)c1ccco1)OC(C(=O)c1ccccc1)c1ccccc1 (centres undefined)	-3.8%	-11.1%	-7.6	9.3%	-26.1%	-41.1%
CC(C)(C)c1nnc(NC(=S)Nc2ccccc2)s1	66.4%[activator]	-2.0%	19.9	-6.2%	·	-24.3%
CCC1=Nc2cc(C(=O)NCCN(CC)CC)ccc2Sc2ccccc21	·	12.5%	?	·	0.4%	·
CN1CCN(C(=O)c2cnn(-c3cccc(F)c3)c2C2CCN(C(=O)OC(C)(C)C)CC2)CC1	·	31.1%[activator]	0.0	·	6.8%	·
COCCN1CCC(CNCc2c(C(=O)N3CCCCC3)nc3c(C)cccn23)C1 (centres undefined)	18.3%	-6.5%	12.5	-8.0%	-27.2%	112.2%[activator]
CCOC(=O)c1cc(C)n(-c2c(C)n(C)n(-c3ccccc3)c2=O)c1C	-14.4%	?	-24.1	1.0%	-10.3%	2.4%
Cc1coc2cc3oc(=O)c(CCC(=O)N4CCC(C(=O)O)(c5ccccc5)CC4)c(C)c3cc12	-3.6%	-11.8%	-4.8	5.1%	-2.2%	-14.4%
CCN(c1ccccc1)S(=O)(=O)c1ccc(Cl)c(C(=O)N2CCCC2)c1	-4.6%	3.2%	-30.7	·	-4.8%	13.8%
O=C(Cn1c(=O)oc2ccccc21)Nc1n[nH]c(=S)s1	37.3%[activator]	1.1%	8.2	?	1.9%	-37.9%
CCOC(=O)N1CCN(CC(O)c2c[nH]c3ccccc23)CC1 (centres undefined)	-6.8%	1.5%	1.6	12.1%	-17.4%	-3.2%
Cc1ccc(S(=O)(=O)c2nnn3c2nc(NCc2cccs2)c2sccc23)cc1C	·	1.2%	14.4	·	10.5%	·
Cc1ccc2c(c1)C(c1ccccc1)N(C(=O)c1ccccc1)CC(=O)N2 (centres undefined)	-2.2%	3.1%	-32.6	10.3%	-0.7%	-31.8%
Cc1ccc(NC(=O)c2ccc(Cn3cc(Br)cn3)o2)cc1	-10.8%	4.4%	-4.4	-0.3%	-5.8%	-20.0%
CCN(CC1CCCO1)C(=O)c1cc(COc2ccc(OC)cc2Cl)on1 (centres undefined)	16.6%	-10.9%	1.1	12.3%	-15.6%	65.0%[activator]
Cc1ccc(-n2nnnc2CS(=O)(=O)c2ccccc2)c(C)c1	-12.3%	0.6%	-9.2	4.5%	2.5%	-6.4%

Laid out differently: entries from further up.
Molecule | AMA1-RON2 inh | AmpC inh detg | HCMV inh | FBPA Giardia inh | Sm TGR block | AmpC no deterg
O=C(CNC(=O)c1ccco1)OC(C(=O)c1ccccc1)c1ccccc1 (centres undefined) | -3.8% | -11.1% | -7.6 | 9.3% | -26.1% | -41.1%
CC(C)(C)c1nnc(NC(=S)Nc2ccccc2)s1 | 66.4%[activator] | -2.0% | 19.9 | -6.2% | · | -24.3%
CCC1=Nc2cc(C(=O)NCCN(CC)CC)ccc2Sc2ccccc21 | · | 12.5% | ? | · | 0.4% | ·
CN1CCN(C(=O)c2cnn(-c3cccc(F)c3)c2C2CCN(C(=O)OC(C)(C)C)CC2)CC1 | · | 31.1%[activator] | 0.0 | · | 6.8% | ·
COCCN1CCC(CNCc2c(C(=O)N3CCCCC3)nc3c(C)cccn23)C1 (centres undefined) | 18.3% | -6.5% | 12.5 | -8.0% | -27.2% | 112.2%[activator]
CCOC(=O)c1cc(C)n(-c2c(C)n(C)n(-c3ccccc3)c2=O)c1C | -14.4% | ? | -24.1 | 1.0% | -10.3% | 2.4%
Cc1coc2cc3oc(=O)c(CCC(=O)N4CCC(C(=O)O)(c5ccccc5)CC4)c(C)c3cc12 | -3.6% | -11.8% | -4.8 | 5.1% | -2.2% | -14.4%
CCN(c1ccccc1)S(=O)(=O)c1ccc(Cl)c(C(=O)N2CCCC2)c1 | -4.6% | 3.2% | -30.7 | · | -4.8% | 13.8%
O=C(Cn1c(=O)oc2ccccc21)Nc1n[nH]c(=S)s1 | 37.3%[activator] | 1.1% | 8.2 | ? | 1.9% | -37.9%
